Bioassay records deposited in PubChem by several laboratories.
Tat transport: E. coli Tat export inhibitors, primary screen, MC4100, TorA-mCherry reporter, fluorescence, single point. inhibition, % at 10 µM. hit rate 0.036% among 340,000;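 active = mean replicate inhibition at least 50% and at least half of replicates individually reaching 50%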;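 also: exported cargo escapes ClpAP degradation while cytoplasmic cargo is degraded and loses fluorescence; 0% = median of neutral control wells and 100% = median of NaSCN control wells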
phage Ecoli inh: growth loss of phage-infected E. coli, primary screen, RecBCD inhibitor project, absorbance, with phage, HTS. inhibition, % at 11.9 µM. hit rate 0.26% among 360,000; in the data active = inhibition above about 11%
HTR5A inv ag: HTR5A inverse agonists in luminescence cell assay, primary screen, counter-screen for OPRM1-OPRD1 heterodimer inverse agonist project, full-deck HTS | 5-hydroxytryptamine receptor 5A (Homo sapiens), P47898 | HTR5A cell line, inverse agonism | inhibition, % at 9.3 µM | hit rate 0.083% among 340,000 | AID 504634, 2011; in the data active = inhibition mostly above about 23%, no sharp cut-off; inactive = mostly below about 18%;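 also: 0% = cells with DMSO and 100% = no-cell wells with DMSO; some compounds called inactive have numbers as strong as hits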
HTR5A ag ctr: HTR5A agonists in luminescence cell assay, primary screen, counter-screen for OPRM1-OPRD1 heterodimer agonist project, full-deck HTS; activation, % at 9.3 µM; cell-based; AID 504692, 2011; hit rate 0.61% among 340,000; in the data active = activation mostly above about 9.5%, no sharp cut-off; inactive = mostly below about 7.6%;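 also: 0% = cells with vehicle only and 100% = reference agonist; strong numbers were not always called active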
CDK5 p35 inh: inhibitors of human CDK5/p35 kinase, primary screen, biochemical, single concentration. inhibition, % at 10 µM. hit rate 0.01% among 330,000. Recombinant CDK5/p35, ADP-Glo luminescence, 60 min. Cyclin-dependent kinase 5 (Homo sapiens) + Cyclin-dependent kinase 5 activator 1 (Homo …. AID 488839, 2010;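 active = highest replicate inhibition of at least 50% and at least 75% of replicates reaching 50%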;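 also: plate controls were DMSO neutral control for no effect and GW8510 at 10 µM for full effect; many of its hits are not listed in these tables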
Target sequence (Q00535 whole entry, looked up): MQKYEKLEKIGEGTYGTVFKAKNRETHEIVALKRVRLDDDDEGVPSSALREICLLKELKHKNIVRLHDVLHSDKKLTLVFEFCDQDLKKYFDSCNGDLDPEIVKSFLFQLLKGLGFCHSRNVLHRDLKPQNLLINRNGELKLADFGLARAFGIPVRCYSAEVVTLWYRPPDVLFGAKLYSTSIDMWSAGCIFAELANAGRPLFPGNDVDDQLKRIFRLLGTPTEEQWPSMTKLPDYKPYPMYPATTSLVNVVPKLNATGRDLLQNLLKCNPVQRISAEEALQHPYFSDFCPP
Target sequence (Q15078 whole entry, looked up): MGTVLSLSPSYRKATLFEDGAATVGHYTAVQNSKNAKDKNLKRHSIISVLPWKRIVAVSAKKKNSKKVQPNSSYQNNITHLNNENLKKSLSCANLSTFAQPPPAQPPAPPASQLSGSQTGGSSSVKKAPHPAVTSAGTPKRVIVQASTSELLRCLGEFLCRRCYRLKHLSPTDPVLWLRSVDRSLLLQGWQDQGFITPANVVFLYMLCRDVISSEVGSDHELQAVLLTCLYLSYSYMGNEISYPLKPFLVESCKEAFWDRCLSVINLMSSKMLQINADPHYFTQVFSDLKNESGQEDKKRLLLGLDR
DAGLB inh: DAGLB lipase inhibitors, primary screen, biochemical, fluorescence, HTS; Diacylglycerol lipase-beta (Homo sapiens), Q8NCG7; HEK293T DAGLB membrane lysate, EnzChek fluorogenic substrate; inhibition, % at 5.17 µM; hit rate 0.059% among 340,000; in the data active = inhibition above about 34%;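 also: 0% = enzyme with vehicle and 100% = wells lacking enzyme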
PKA-R1A activ: activators of PKA-R1A holoenzyme, primary screen, biochemical, fluorescence polarization, Cy5-IP20, bovine R1A, mouse PKAc | activation, % at 11.4 µM | AID 504707, 2011 | PKA-R1A dissociation; scaled: DMSO 0%, 113 µM cGMP 100% | hit rate 0.083% among 340,000 | cAMP-dependent protein kinase type I-alpha regulatory subunit (Bos taurus) + …;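 active = percent activation above the mean of all tested compounds plus 3 SD, cut at about 19% in these data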;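 also: higher means more PKAc released from R1A so a rise in polarization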
Mot1-301 SUMO: yeast Mot1-301 growth rescue at high temperature, primary screen, SUMOylation pathway inhibitor project, S. cerevisiae, ATP luminescence, 38.5C; growth rescue, % at 18.8 µM; AID 2716, 2010; hit rate 1% among 320,000; S. cerevisiae Mot1-301 growth rescue; percent above DMSO median, 100 means doubled;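 active = every valid replicate shows activation above 250% relative to neutral control wells; inactive = the rest, any valid replicate at or below 250%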;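 also: OY570 slx delta 5 strain wells were the positive control but not used for scaling; some compounds called inactive have numbers as strong as hits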
AddAB inh: growth inhibition of E. coli expressing H. pylori AddAB, primary screen, AddAB inhibitor project, absorbance. hit rate 0.29% among 330,000. AID 435030, 2010. inhibition, % at 11.9 µM; in the data active = inhibition above about 12%;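 also: 0% = vehicle wells of infected cells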
PKA-R2B act: activators of PKA-R2B holoenzyme, primary screen, biochemical, fluorescence polarization, Cy5-IP20, human. activation, % at 11.4 µM. PKA-R2B holoenzyme dissociation; R2B truncated from residue 108, S112A mutant; 0% DMSO only, 100% 113 µM cGMP. AID 504700, 2011. hit rate 0.079% among 340,000;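 active = activation above a cutoff set at the mean over all compounds plus 3 SD, cut at about 18% in these data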;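 also: higher means more holoenzyme dissociation and a rise in polarization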
Target sequence (P31323 whole entry, looked up, other chains not shown, the tested form may be a part): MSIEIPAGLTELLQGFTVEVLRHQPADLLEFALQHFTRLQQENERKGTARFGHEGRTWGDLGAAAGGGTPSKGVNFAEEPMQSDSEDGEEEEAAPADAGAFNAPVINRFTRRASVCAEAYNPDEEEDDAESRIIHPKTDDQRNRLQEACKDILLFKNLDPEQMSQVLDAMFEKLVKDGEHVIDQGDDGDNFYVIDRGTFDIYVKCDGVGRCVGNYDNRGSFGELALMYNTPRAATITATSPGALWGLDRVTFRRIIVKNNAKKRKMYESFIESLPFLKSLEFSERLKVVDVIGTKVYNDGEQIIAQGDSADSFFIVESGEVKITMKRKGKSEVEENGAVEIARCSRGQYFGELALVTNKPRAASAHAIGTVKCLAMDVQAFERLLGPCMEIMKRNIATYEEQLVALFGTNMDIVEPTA
E coli growth: E. coli V3065 growth inhibition, primary screen, counter-screen for AddAB inhibitor project, absorbance, OD600 | 18 h | inhibition, % at 11.9 µM | hit rate 0.27% among 330,000 | AID 449728, 2010;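 active = inhibition above the campaign's mean inhibition across all tested compounds plus 3 SD, cut at about 9.9% in these data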;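 also: uninfected addAB+ strain grown without phage in ampicillin broth; 0% = DMSO wells and 100% = ciprofloxacin 0.95 µg/ml wells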
An asterisk follows results filed as active; . = not tested or not shown; & = joins results of further samples.

mol	Tat transport	phage Ecoli inh	HTR5A inv ag	HTR5A ag ctr	CDK5 p35 inh	DAGLB inh	PKA-R1A activ	Mot1-301 SUMO	AddAB inh	PKA-R2B act	E coli growth
Cn1c(-c2cccs2)nc2ccccc21	-3	2.8	0	0	2.2	-2	-14	0	-0.4	4	-2.9
CSc1ccccc1C(=O)NC1CCCCC1	1	1.8	-1	-2	1.3	1	-2	94	1.1	1	-0.8
CNC(=O)c1cc2cc(OC)ccc2n1CCN(C)C	-11	3.3	-2	3	-0.4	0	9	21	3.1	-9	0.1
CCCCC(=O)Nc1ccc(C(=O)OC2CCCCC2)cc1	13	5.5	10	-4	0.1	-5	8	7	2.9	-2	0.1
O=c1c(-c2ccccc2)c(O)c2ccccc2n1-c1ccccc1	-2	1.4	0	0	1.5	1	-1	6	1.0	-3	-3.6
O=C(NC1CC2CCC(C1)N2C(=O)NCc1ccccc1)C1CC1 (stereo not given)	-3	1.2	5	2	-0.2	-3	9	35	0.2	0	-1.5
COc1ccc(C(CNC(=O)c2cc(S(=O)(=O)NCc3ccccc3)ccc2C)N2CCOCC2)cc1 (stereo not given)	-3	1.8	-33	12	3.2	1	-3	-13	5.3	0	0.7
CCN(CC)C1Oc2cc3c(cc2C(c2cc(OC)c(OC)c(OC)c2)C1C)OCO3 (stereo not given)	-3	-2.6	9	-2	1.7	-2	0	.	.	-9	.
CCOc1cc(/C=C2\CCC/C(=C\c3cc(Cl)c(O)c(OCC)c3)C2=O)cc(Cl)c1O	0	-0.2	46*	-21	-1.0	6	-2	18	2.1	-3	-2.5
Cc1c(C(=O)N2CC(C)OC(C)C2)oc2ccccc12 (stereo not given)	2	2.0	18	-5	0.2	-1	3	10	2.1	7	-0.7
C=CC[C@H](CC(=O)N(CCO)Cc1ccccc1)C(=O)NCCOC(=O)[C@@H](CC=C)CC(=O)OC(C)(C)C	29	-0.5	8	-3	-0.8	-3	-8	-14	4.9	-10	-0.6
Cc1ccc(C)c(S(=O)(=O)N2CCN(C(C)C(=O)Nc3ccccc3-c3ccccc3)CC2)c1 (stereo not given)	-3	2.7	-10	0	-0.1	-11	-5	-6	3.5	-5	-1.0
CC(C)CNS(=O)(=O)c1ccc(CCC(=O)NCc2cccnc2)cc1	0	3.4	12	-3	4.7	-2	-21	-7	0.3	-4	0.8
COc1ccccc1/C=N/Nc1nc(C)c(C(C)=O)s1	3	3.3	-11	4	0.9	-2	-7	-3	-0.8	0	2.4
Cc1nc(-c2cc(-c3nc(-c4ccc(C(C)(C)C)cc4)no3)no2)cs1	-3	1.2	-20	2	1.6	-1	-5	-5	1.0	-2	0.7
CC(=O)N1CCC(C(=O)Nc2ccc(S(=O)(=O)NCCc3ccccc3)cc2)CC1	-1	3.4	-7	2	-0.8	-3	0	7	2.3	-1	-1.0
C=CC[C@@H](CC(=O)NCCO)C(=O)N[C@H](C)COC(=O)[C@@H](CC=C)CC(=O)OC(C)(C)C	6	2.4	5	6	-0.6	1	-5	-12	-0.1	-10	-0.6
CCOc1cccc(C(=O)Nc2cccc(C(C)=O)c2)c1	2	0.7	-18	3	-0.7	0	-2	-16	3.9	1	2.1
Cc1cccc(C)c1NC(=O)CSc1nnc(C)c(=O)[nH]1	4	2.9	2	3	-0.5	-1	4	-8	0.8	-12	-0.8
CCCCN(C(=O)C(C)Oc1cccc(Cl)c1)c1c(N)n(CCC)c(=O)[nH]c1=O (stereo not given)	0	2.4	-19	5	1.8	0	-2	79	0.5	-16	0.3
O=C(Nc1nnc(S(=O)(=O)N2CCCCCC2)s1)c1cccc(Br)c1	10	3.5	-13	5	-7.0	1	0	-7	-0.5	11	1.4
COc1cc(OC)cc(-c2sc3ccc(OC)cc3c2C#CCO)c1	18	0.8	-4	0	-1.2	-5	-1	31	-1.4	-7	-0.3
C=CCNC(=O)CN(c1cccc(Br)c1)S(C)(=O)=O	-3	2.3	-4	2	0.0	-3	0	20	-1.1	0	-0.8
Cc1ccc(C)c(N2CCN(C(c3ccncc3)c3nnnn3Cc3ccccc3)CC2)c1 (stereo not given)	1	-1.5	-15	-1	-0.5	2	3	422*	1.3	-7	0.6
COc1ccc(C(=O)NCCN2CCOCC2)c(OC)c1	3	1.7	10	-4	0.8	-2	11	-4	-0.1	2	-0.7
Cc1cccn2c(=O)c3cc(C(N)=S)c(=N)n(CCCN4CCOCC4)c3nc12	6	2.4	-9	8	-0.3	0	-8	3	1.5	6	1.9
NC(=O)NC(Cc1ccccc1)C(=O)O (stereo not given)	-10	2.6	4	0	0.5	0	7	-3	2.4	-10	0.6
Cc1csc(CN(C)C(=O)CC2C(=O)NCCN2Cc2ccc(F)cc2Cl)n1 (stereo not given)	-5	2.8	-8	2	.	-1	-5	-16	1.9	1	-1.9
O=C(c1ccc(OC2CCN(C/C=C/c3ccccc3)CC2)cc1)N1CCCC1	6	1.8	15	-6	1.7	1	-6	-12	3.2	-2	1.2
Cc1cccc(NC(=S)NC2CCCC2)c1C	4	0.2	-1	0	-0.3	-1	3	-11	2.8	-2	-1.4

Continuation:
The line under a structure holds: Tat transport | phage Ecoli inh | HTR5A inv ag | HTR5A ag ctr | CDK5 p35 inh | DAGLB inh | PKA-R1A activ | Mot1-301 SUMO | AddAB inh | PKA-R2B act | E coli growth
> O=C(c1ccc(Cl)cc1)[C@@H]1[C@@H]2C(=O)N(c3ccccc3)C(=O)[C@@H]2C2c3ccccc3C=NN21 (stereo not given in full)
  5 | 2.2 | 18 | -7 | 0.3 | -6 | -1 | 36 | 0.4 | 26* | 0.5
> Cc1cccc(NS(=O)(=O)c2ccc3[nH]c(=O)cc(C(=O)O)c3c2)c1
  -2 | 1.4 | 1 | -1 | -1.3 | 1 | -9 | 544* | -1.7 | -1 | -1.5
> CCOc1ccc(OCC)c(NC(=O)CN2CCN(c3ccc(C)cc3C)CC2)c1
  8 | -0.2 | 10 | 1 | -1.0 | -13 | -3 | -12 | -0.5 | -3 | -0.9
> CC(C)N(Cc1nccn1C)C(=O)CC1C(=O)NCCN1Cc1ccccc1C(F)(F)F (stereo not given)
  -3&3 | 2.0 | 3 | 5 | -0.1 | 1 | -11 | 146 | -1.5 | -2 | -2.8
> COc1ccc(-n2nc(C(=O)NCC(=O)Nc3cccc(C)n3)c3ccccc3c2=O)cc1
  -1 | 2.5 | -19 | 0 | -0.7 | -3 | 6 | -22 | 0.0 | 17 | -1.6
> COc1ccccc1NC(=O)COC(=O)c1ccc(S(=O)(=O)NCc2ccco2)cc1
  0 | 3.9 | 5 | 2 | 0.2 | 3 | -5 | -22 | 3.6 | 4 | 0.4
> COc1cc(-c2n[nH]c(=S)n2/N=C/c2cccn2C)cc(OC)c1OC
  -3 | 2.0 | 9 | -3 | -2.5 | 0 | 4 | 0 | 0.3 | 7 | 0.2
> Cc1cc(C)nc(SC2CCCCC2NS(=O)(=O)c2ccccc2)n1 (stereo not given)
  -2 | -3.2 | 26 | -2 | -0.9 | 2 | -4 | 3 | 3.9 | -1 | 1.4
> Cc1onc(-c2ccccc2)c1C(=O)Nc1ccc(Br)cc1Cl
  -3 | 0.6 | 20 | -8 | -1.8 | -1 | 2 | 1 | 3.9 | 19* | 0.5
> O=[N+]([O-])c1cnccc1Nc1ccccc1
  2 | 5.1 | -5 | 4 | -1.1 | -1 | -4 | 3 | 2.8 | -5 | 0.0
> O=C(CCNS(=O)(=O)c1ccc(Br)cc1)NCC1CCCO1 (stereo not given)
  -11 | 1.4 | 16 | 2 | 0.5 | -2 | 1 | 40 | -0.2 | -1 | -1.2
> CCC(=O)Nc1nnc(SCc2cccc(F)c2)s1
  -4 | 6.8 | 7 | -3 | 0.8 | -1 | -4 | . | -2.2 | 7 | -1.4
> C=CCn1c(-c2ccccc2)nc(=S)c2c1CC(C)(C)OC2
  -7 | 4.2 | -15 | 1 | -2.2 | 0 | 7 | 13 | -0.2 | 3 | 0.8
> COc1cccc(/C(O)=C2/C(=O)C(=O)N(c3ccccn3)C2c2ccc(OC)c(OC)c2)c1 (stereo not given)
  2 | 1.2 | 8 | -4 | 0.2 | 1 | 0 | 11 | 0.2 | 2 | -0.6
> CC1(C)CC(=O)C=C(NCCN2CCN(C(=O)Nc3ccc(Cl)c(Cl)c3)CC2)C1
  0 | 3.0 | 3 | 1 | 0.3 | 0 | 1 | 0 | 3.7 | -2 | -1.2

Some of these compounds in order of the Tat transport value, lowest first.
compound	Tat transport
CNC(=O)c1cc2cc(OC)ccc2n1CCN(C)C	-11
C=CCn1c(-c2ccccc2)nc(=S)c2c1CC(C)(C)OC2	-7
Cc1ccc(C)c(S(=O)(=O)N2CCN(C(C)C(=O)Nc3ccccc3-c3ccccc3)CC2)c1 (stereo not given)	-3

Single records (already shown):
O=[N+]([O-])c1cnccc1Nc1ccccc1 reads Tat transport: 2; phage Ecoli inh: 5.1; HTR5A inv ag: -5; HTR5A ag ctr: 4; CDK5 p35 inh: -1.1; DAGLB inh: -1; PKA-R1A activ: -4; Mot1-301 SUMO: 3; AddAB inh: 2.8; PKA-R2B act: -5; E coli growth: 0.0
COc1ccc(-n2nc(C(=O)NCC(=O)Nc3cccc(C)n3)c3ccccc3c2=O)cc1 reads Tat transport: -1; phage Ecoli inh: 2.5; HTR5A inv ag: -19; HTR5A ag ctr: 0; CDK5 p35 inh: -0.7; DAGLB inh: -3; PKA-R1A activ: 6; Mot1-301 SUMO: -22; AddAB inh: 0.0; PKA-R2B act: 17; E coli growth: -1.6

The list goes on.
The line under a structure holds: Tat transport | phage Ecoli inh | HTR5A inv ag | HTR5A ag ctr | CDK5 p35 inh | DAGLB inh | PKA-R1A activ | Mot1-301 SUMO | AddAB inh | PKA-R2B act | E coli growth
> Cc1[nH]n(-c2ccccc2)c(=O)c1C=NC1CCCCC1
  3 | 2.1 | -14 | 5 | 1.3 | -1 | -19 | -17 | 3.0 | -4 | 2.3
> O=C(NNC(=O)c1cccnc1Cl)c1ccc(F)cc1
  5 | 3.0 | 1 | 5 | -1.3 | 1 | 6 | -1 | 3.5 | 1 | 1.4
> CC(C)c1ccc(S(=O)(=O)c2nnn3c2nc(NCC2CCCO2)c2ccccc23)cc1 (stereo not given)
  4 | . | 14 | 0 | 3.2 | 0 | 15 | 2 | 2.6 | 2 | 0.4
> CCn1c(SCC(=O)Nc2cc(C)ccc2C)nnc1-c1cnccn1
  -4 | 2.3 | 4 | 6 | 1.2 | 1 | 2 | -1 | 2.8 | -3 | -0.2
> O=C(NCc1cccc(Cl)c1)c1cc(=O)[nH]c2ccccc12
  0 | 0.2 | -19 | -4 | -0.4 | -1 | 6 | 22 | 1.5 | 17 | -1.4
